# ARFGAP1 inhibitor: inhibitors of rat ARFGAP1 GAP activity, primary screen, biochemical, fluorescence polarization, GDP tracer | ADP-ribosylation factor GTPase-activating protein 1 (Rattus norvegicus), Q62848 | Arfgap1-stimulated ARF1 GTP hydrolysis, GDP FP detection | inhibition, % at 16.5 µM | 0.26% of 360,000 active | AID 651572, 2012;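 active = inhibition above a per-plate limit, mean inhibition of low control wells plus 3 SD, cut at about 25% in these data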;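 also: 0% = DMSO wells with enzyme and 100% = wells lacking Arfgap1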
# Target sequence (Q62848 1-136 limits assumed): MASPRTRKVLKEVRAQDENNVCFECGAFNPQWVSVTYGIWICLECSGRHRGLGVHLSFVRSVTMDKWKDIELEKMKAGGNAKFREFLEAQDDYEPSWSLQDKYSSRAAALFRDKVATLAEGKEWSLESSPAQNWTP
#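 material = rat Arfgap1 catalytic domain, aa 1-136 | also added = human ARF1(Δ1-17)-GTP substrate | compound dosing = one concentration, 16.5 µM, DMSO 1.26% | times = GTP hydrolysis reaction 2 h at 25 °C | measured by = FP, GDP Alexa 633 tracer displaced from anti-GDP antibody, 620/688 nm | evaluation = percent inhibition of Arfgap1-stimulated GTP hydrolysis | replication = single well per compound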
# Tn6 DDE FP: inhibitors of Tn6 peptide binding to fibrin DD(E), primary screen, biochemical, fluorescence polarization, human fibrin, Tn6 probe; Fibrinogen beta chain (Homo sapiens), P02675; Fibrin DD(E) TRITC-Tn6 fluorescence polarization displacement; inhibition, % at 8.3 µM; 0.21% of 370,000 active;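 active = inhibition above a per-campaign cutoff: mean of compounds within control limits plus 3 SD, cut at about 15% in these data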;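 also: 0% = median of all compound wells on the plate and 100% = blocking peptide control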
# PLCg1 inh: PLC-gamma1 enzyme inhibitors, primary screen, biochemical, fluorescence, purified enzyme | fluorogenic substrate | inhibition, % at 12.2 µM | 0.84% of 370,000 active | AID 720700, 2013; in the data active = inhibition above about 9.5%
# PLCb3 inh: human PLC-beta3 inhibitors, primary screen, biochemical, fluorescence | inhibition, % at 12.2 µM | 0.18% of 370,000 active | Purified PLC-beta3, fluorogenic substrate | AID 720704, 2013 | 1-phosphatidylinositol 4,5-bisphosphate phosphodiesterase beta-3 (Homo sapiens), Q01970; in the data active = inhibition above about 11%;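 also: 0% = median of compound wells on plate and 100% = full blocker control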
# sPLA2-III inh: human group III sPLA2 inhibitors, primary screen, biochemical, QFRET, BODIPY PC-A2 liposome substrate; 0.56% of 370,000 active; Group 3 secretory phospholipase A2 (Homo sapiens), Q9NZ20; inhibition, % at 12.2 µM; QFRET BODIPY PC-A2 liposome hydrolysis, fluorescence;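 active = inhibition above mean plus 3 SD of compounds lying within the high and low control bounds, cut at about 19% in these data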;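 also: 0% = median of test compound wells and 100% = no enzyme DMSO wells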
# DDE Tn7 FP inh: inhibitors of Tn7 peptide binding to fibrin DD(E), primary screen, biochemical, fluorescence polarization, human fibrin, Tn7 probe; 0.13% of 370,000 active; Fibrinogen beta chain (Homo sapiens), P02675; inhibition, % at 8.3 µM; FP displacement of FITC-Tn7 peptide from fibrin DD(E); 0% = median of compound wells per plate;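 active = inhibition above the mean of compounds falling within the control limits plus 3 SD of them, cut at about 14% in these data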;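 also: 0% = plate median of compound wells and 100% = 10 µM Aha-Tn7 peptide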
#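 System: human fibrin DD(E); quantity: Fibrin-DD(E) at 2 µM final; also added: fluorescent Tn7 probe at 0.1 µM; compound dosing: single nominal test concentration of 8.3 µM per compound; schedule: 10 min preincubation, 3 h with tracer, room temperature; detection: fluorescence polarization of the labelled Tn7 tracer; repeats: one replicate per compound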
# ASAP1 inh: inhibitors of human ASAP1 ArfGAP activity, primary screen, biochemical, fluorescence polarization; Arf-GAP with SH3 domain, ANK repeat and PH domain-containing protein 1 (Homo sapiens), …; ASAP1-stimulated ARF1 GTP hydrolysis, GDP FP detection; inhibition, % at 16.5 µM; 0.19% of 360,000 active; in the data active = inhibition above about 25%;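 also: 0% = vehicle with enzyme and substrate and 100% = no enzyme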
# NR1D1 modulator: modulators of Rev-erb alpha DNA binding, primary screen, biochemical, FITC-DNA, fluorescence polarization, uHTS. activity, % at 10 µM. 0.79% of 370,000 active. Nuclear receptor subfamily 1 group D member 1 (Homo sapiens), P20393. Rev-erbα–FITC-DNA binding, 90 min;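 active = activity above about 14%, limit read from the data; passing the limit was not always enough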;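 also: 0% = DMSO wells with 35 nM protein and 100% = DMSO wells with 750 nM protein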
# Target sequence (P20393 whole entry, looked up): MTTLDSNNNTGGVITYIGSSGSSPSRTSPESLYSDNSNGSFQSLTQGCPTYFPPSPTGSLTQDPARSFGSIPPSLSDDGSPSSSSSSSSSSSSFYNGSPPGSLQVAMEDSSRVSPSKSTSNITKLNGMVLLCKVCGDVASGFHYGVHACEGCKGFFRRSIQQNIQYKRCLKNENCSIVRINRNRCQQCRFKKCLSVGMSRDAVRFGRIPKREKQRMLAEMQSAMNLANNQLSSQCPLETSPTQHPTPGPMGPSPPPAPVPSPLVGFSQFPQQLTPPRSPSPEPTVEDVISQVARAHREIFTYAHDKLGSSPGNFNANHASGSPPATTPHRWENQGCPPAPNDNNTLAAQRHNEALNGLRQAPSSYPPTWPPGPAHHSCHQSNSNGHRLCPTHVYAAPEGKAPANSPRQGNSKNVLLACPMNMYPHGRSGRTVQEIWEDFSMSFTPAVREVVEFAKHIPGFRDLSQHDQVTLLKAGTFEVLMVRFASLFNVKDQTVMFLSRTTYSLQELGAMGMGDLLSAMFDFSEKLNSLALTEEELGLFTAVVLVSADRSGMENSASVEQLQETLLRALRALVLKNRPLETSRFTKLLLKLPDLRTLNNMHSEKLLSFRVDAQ
# UHRF1 binding: UHRF1 methylated DNA binding inhibitors, primary screen, counter-screen for MBD2 inhibitor project, biochemical, TR-FRET, human UHRF1, single concentration. inhibition, % at 4.4 µM. E3 ubiquitin-protein ligase UHRF1 (Homo sapiens), Q96T88. UHRF1 binding to methylated oligo. 0.75% of 370,000 active; in the data active = inhibition above about 21%;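 also: UHRF1 SRA domain binding a hemimethylated CpG hairpin DNA probe; 0% = median of test compound wells and 100% = reference inhibitor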
# KLK7 zymogen act: proKLK7 zymogen activators, primary screen, biochemical, fluorescence intensity | Kallikrein-7 (Homo sapiens), P49862 | purified proKLK7, EDANS-DABCYL substrate fluorescence; 100% is mature enzyme control, 0% vehicle | activation, % at 7 µM | 0.9% of 370,000 active | AID 652039, 2013;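 active = activation above the mean of all tested compounds plus 3 SD, computed per campaign excluding outliers beyond control limits, cut at about 13% in these data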
# Target sequence (P49862 whole entry, looked up): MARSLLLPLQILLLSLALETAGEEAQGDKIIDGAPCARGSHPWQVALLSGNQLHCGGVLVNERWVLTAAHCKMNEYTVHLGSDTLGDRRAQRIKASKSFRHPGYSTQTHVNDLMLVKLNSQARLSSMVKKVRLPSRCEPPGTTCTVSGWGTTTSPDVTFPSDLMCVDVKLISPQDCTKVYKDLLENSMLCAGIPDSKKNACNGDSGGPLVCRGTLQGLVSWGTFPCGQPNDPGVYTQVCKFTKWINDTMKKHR
# The depositor's hits bear a star; . = not tested or not shown.
(1) Cc1cccc(NC(=O)C2CCN(S(=O)(=O)c3ccc4c(c3)OCCCO4)CC2)n1
(2) O=C(c1nnc(Cc2ccc(Cl)cc2)o1)N1CCc2ccccc2C1
(3) CCCCNC(=O)c1cn(CC)c2ccc(S(=O)(=O)N3CCCC3)cc2c1=O
(4) CCOc1ccc(CCNC(=O)C2CCCN2C(=O)OCc2ccccc2)cc1OCC (centres undefined)
(5) CC1(C)Cc2c(sc(NC(=O)c3ccc(S(=O)(=O)N4CCCCCC4)cc3)c2C(N)=O)C(C)(C)N1
(6) c1ccc(OC2CCCCC2N2CCOCC2)cc1 (centres undefined)
(7) O=C(c1cnc(N2CCN(c3ncccn3)CC2)c2ccccc12)N1CCN(c2ncccn2)CC1
(8) CN(Cc1cn(C)nc1-c1ccc(Oc2ccccc2)cc1)C1CCOC1 (centres undefined)
Compound,1,2,3,4,5,6,7,8
ARFGAP1 inhibitor,0,-10,-14,8,20,14,-8,-8
Tn6 DDE FP,-2,-2,4,4,-12,2,-4,0
PLCg1 inh,0,0,0,1,-214,4,-24,1
PLCb3 inh,-2,-1,-4,2,-375,0,-29,-8
sPLA2-III inh,5,-8,1,6,-1,13,-9,-3
DDE Tn7 FP inh,-5,-2,-1,-5,0,3,-3,-3
ASAP1 inh,6,-1,-14,-3,21,12,4,-9
NR1D1 modulator,1,-2,-1,6,6,-1,6,1
UHRF1 binding,0,3,1,2,4,1,-3,1
KLK7 zymogen act,-0.5,-0.8,-0.2,-0.6,31*,0.3,1.6,-0.5

(9) CCNC(=O)CC1C(=O)N(c2ccccc2)C(=O)N1CCOC (centres undefined)
(10) CC(C)Nc1nc(NC(N)=S)nc(NC(C)C)n1
(11) O=C1C2C3CCC(C3)C2C(=O)N1Cc1ccco1 (centres undefined)
(12) Cn1c(=O)cc(N2CCOCC2)[nH]c1=O
(13) Cc1cc(C(=O)N2CCCC(Nc3ccc(F)cc3)C2)n(C)n1 (centres undefined)
(14) COc1ccc(/C=C/c2nnc(NC(=O)c3ccco3)s2)cc1
(15) CNC(=O)c1ccc(-c2cc(C(F)(F)F)nn2C)s1
(16) CC1CCc2c(sc3ncnc(SCC(=O)c4ccccc4)c23)C1 (centres undefined)
Compound,9,10,11,12,13,14,15,16
ARFGAP1 inhibitor,-3,10,11,13,21,1,3,0
Tn6 DDE FP,2,-4,-2,2,-1,-7,1,-1
PLCg1 inh,6,3,1,2,8,-136,-1,1
PLCb3 inh,-2,3,4,0,-6,-200,-6,2
sPLA2-III inh,5,22*,-4,-3,0,7,1,2
DDE Tn7 FP inh,0,6,-1,-2,4,3,0,-2
ASAP1 inh,-14,5,5,-2,2,-22,0,-1
NR1D1 modulator,-11,4,0,-2,-4,0,2,8
UHRF1 binding,3,1,2,0,4,0,0,2
KLK7 zymogen act,-0.9,-0.4,0.0,-0.6,0.3,0.0,-0.2,0.7

# Next part (4 carried over from the part before).
(13) Cc1cc(C(=O)N2CCCC(Nc3ccc(F)cc3)C2)n(C)n1 (centres undefined)
(14) COc1ccc(/C=C/c2nnc(NC(=O)c3ccco3)s2)cc1
(15) CNC(=O)c1ccc(-c2cc(C(F)(F)F)nn2C)s1
(16) CC1CCc2c(sc3ncnc(SCC(=O)c4ccccc4)c23)C1 (centres undefined)
(17) CCN(CC)S(=O)(=O)c1ccc(C)c(NC(=S)N2CCN(c3ccccn3)CC2)c1
(18) CN1C(=O)/C(=C/c2ccccc2Cl)Sc2ccc(C(=O)N3CCCC3)cc21
(19) O=C1CC(SC2=NCCS2)C(=O)N1c1ccc(Cl)cc1 (centres undefined)
(20) Cc1cc(C)c2c(-n3cccc3)nn(CC#N)c2n1
(21) CNCc1ccccc1OCc1ccc(F)cc1
(22) Oc1ccc(Br)cc1-c1cc(-c2ccccc2Cl)[nH]n1
(23) CCS(=O)(=O)Nc1ccc(-c2nnc(SCC(=O)c3ccc(NC(C)=O)c(OC)c3)o2)cc1
(24) CC(C)(C)c1ccc(Cn2c(=O)cnc3ccccc32)cc1
Compound,13,14,15,16,17,18,19,20,21,22,23,24
ARFGAP1 inhibitor,21,1,3,0,11,8,14,19,4,8,14,-11
Tn6 DDE FP,-1,-7,1,-1,-4,-11,1,-2,7,-4,1,-6
PLCg1 inh,8,-136,-1,1,0,-37,4,0,-2,3,0,4
PLCb3 inh,-6,-200,-6,2,-4,-72,-2,-6,3,-8,-2,-10
sPLA2-III inh,0,7,1,2,10,-13,14,-1,-1,-2,-16,12
DDE Tn7 FP inh,4,3,0,-2,-2,2,4,1,2,-3,-4,7
ASAP1 inh,2,-22,0,-1,7,-1,2,-4,-5,3,8,-14
NR1D1 modulator,-4,0,2,8,-3,1,1,-2,2,1,0,6
UHRF1 binding,4,0,0,2,2,5,4,-2,-2,6,0,2
KLK7 zymogen act,0.3,0.0,-0.2,0.7,0.8,0.7,0.4,0.4,-0.1,0.0,0.1,0.1

# In the list so far, these contain a thiophene ring, fused or not.
(5) CC1(C)Cc2c(sc(NC(=O)c3ccc(S(=O)(=O)N4CCCCCC4)cc3)c2C(N)=O)C(C)(C)N1
(15) CNC(=O)c1ccc(-c2cc(C(F)(F)F)nn2C)s1
(16) CC1CCc2c(sc3ncnc(SCC(=O)c4ccccc4)c23)C1 (centres undefined)
Compound,5,15,16
ARFGAP1 inhibitor,20,3,0
Tn6 DDE FP,-12,1,-1
PLCg1 inh,-214,-1,1
PLCb3 inh,-375,-6,2
sPLA2-III inh,-1,1,2
DDE Tn7 FP inh,0,0,-2
ASAP1 inh,21,0,-1
NR1D1 modulator,6,2,8
UHRF1 binding,4,0,2
KLK7 zymogen act,31*,-0.2,0.7

# The results go on.
(25) CCOC(=O)c1sc(SC)nc1N
(26) COc1cccc2cc(C(=O)N3CCc4ccccc43)c(=O)oc12
(27) CC(=O)Nc1ccc(NC(=O)Nc2cccc3ccccc23)cc1
(28) O=C(C1CC(=O)N(C2CCCC2)C1)N1CCN(c2ccc(F)cc2)CC1 (centres undefined)
(29) COC(=O)c1cc(S(=O)(=O)N2c3ccccc3CC2C)cn1C (centres undefined)
(30) CC(C)=CCN1CCN(Cc2nc(-c3ccccc3)cs2)CC1CCO (centres undefined)
(31) NC(=O)CC(NC(=O)Cc1cccc2ccccc12)c1ccc(N2CCN(c3ccccc3)CC2)c([N+](=O)[O-])c1 (centres undefined)
(32) Cc1ccc(C(c2sc3ncnn3c2O)N2CC(C)CC(C)C2)cc1 (centres undefined)
Compound,25,26,27,28,29,30,31,32
ARFGAP1 inhibitor,2,1,12,6,-6,-1,-15,5
Tn6 DDE FP,6,6,-8,-4,-3,1,4,2
PLCg1 inh,2,-3,-19,2,7,-3,-3,0
PLCb3 inh,-3,3,-28,2,-4,-11,3,1
sPLA2-III inh,-1,-1,2,3,-3,-3,4,-37
DDE Tn7 FP inh,-2,2,1,-7,-1,5,1,0
ASAP1 inh,2,0,-7,9,-28,0,-8,8
NR1D1 modulator,0,-2,4,-1,2,1,2,-2
UHRF1 binding,-1,1,2,0,2,7,-2,1
KLK7 zymogen act,0.2,-0.2,-1.4,0.1,-0.1,-0.1,0.1,-0.5

(33) CCOc1ccc(N2CC(C(=O)N3CCc4ccccc43)CC2=O)cc1 (centres undefined)
(34) CC(C)(C)OC(=O)C[C@@H]1C/C=C\C[C@@H](CC(=O)NCCO)C(=O)NC[C@H](c2ccccc2)OC1=O
(35) O=C(COc1ccc(Cl)c(Cl)c1)NN1C(=O)C2C(C1=O)C1C=CC2C12CC2 (centres undefined)
(36) Clc1ccc(OCc2nc(-c3ccccn3)n[nH]2)cc1
(37) Cc1cccc(N2CCN(C(=O)c3ccc(CS(=O)Cc4cccc(Cl)c4)o3)CC2)c1C (centres undefined)
(38) O=C1C[C@@H](c2ccc(O)cc2)Oc2cc(O)cc(O)c21
(39) O=C(CCn1c(=O)sc2ccccc21)NCc1ccc2c(c1)OCO2
(40) C[C@H]1C2CC(OC(=O)NCCCc3ccccc3)C(C2)[C@H]2CCCCN21 (some centres undefined)
Compound,33,34,35,36,37,38,39,40
ARFGAP1 inhibitor,-10,3,2,10,-11,-11,10,.
Tn6 DDE FP,-1,-1,3,3,-3,-2,-3,9
PLCg1 inh,1,2,2,2,-6,-1,2,-1
PLCb3 inh,-7,0,-2,-2,-21,-1,1,-1
sPLA2-III inh,4,10,-2,-1,-16,6,6,2
DDE Tn7 FP inh,1,-3,-2,1,-2,2,11,0
ASAP1 inh,-2,20,7,1,3,-11,-11,.
NR1D1 modulator,7,2,1,-2,-4,1,1,0
UHRF1 binding,1,1,1,7,-2,1,3,0
KLK7 zymogen act,0.1,0.5,0.3,-0.1,0.3,-0.6,0.0,0.4

# Next part, starting with the last 2 of the part before.
(39) O=C(CCn1c(=O)sc2ccccc21)NCc1ccc2c(c1)OCO2
(40) C[C@H]1C2CC(OC(=O)NCCCc3ccccc3)C(C2)[C@H]2CCCCN21 (some centres undefined)
(41) CN(Cc1ccon1)C(=O)C1CCN(C2CCN(CCCc3ccccc3)CC2)CC1
(42) Cc1ccc(S(=O)(=O)N2[C@@H](c3ccc(Cl)cc3)C(C(=O)O)=CC[C@H]2c2ccc(Cl)cc2)cc1
(43) Cc1cc(-c2onc(C)c2C(=O)Oc2ccc(Cl)cc2)no1
(44) O=C(COC(=O)/C=C/c1ccc([N+](=O)[O-])cc1)NCc1ccccc1
Compound,39,40,41,42,43,44
ARFGAP1 inhibitor,10,.,-13,-10,-4,-1
Tn6 DDE FP,-3,9,6,-14,-2,-4
PLCg1 inh,2,-1,-2,9.8*,3,1
PLCb3 inh,1,-1,-9,-7,-9,-3
sPLA2-III inh,6,2,-2,-40,-6,6
DDE Tn7 FP inh,11,0,3,-3,-3,6
ASAP1 inh,-11,.,6,1,-1,-5
NR1D1 modulator,1,0,1,3,2,-1
UHRF1 binding,3,0,-1,6,7,1
KLK7 zymogen act,0.0,0.4,0.0,-0.4,0.0,-0.3

# Bioassay records: PubChem BioAssay, several laboratories
